AID inh = Primary qHTS assay for inhibitors of Activation Induced Cytidine Deaminase (AID): AID signal | Single-stranded DNA cytosine deaminase (Homo sapiens), Q9GZX7 | AID deamination FRET fluorescence, UDG-coupled, 4 h | Potency, µM (doses to about 115 µM), for inactives: at the top dose activity change, negative = inhibition, hits mostly inhibitors | 91,000 tested, 0.32% active | AID 1347428, 2020; further: nearly all actives have a fitted effect of over 25% in size
Target sequence (Q9GZX7 whole entry, looked up): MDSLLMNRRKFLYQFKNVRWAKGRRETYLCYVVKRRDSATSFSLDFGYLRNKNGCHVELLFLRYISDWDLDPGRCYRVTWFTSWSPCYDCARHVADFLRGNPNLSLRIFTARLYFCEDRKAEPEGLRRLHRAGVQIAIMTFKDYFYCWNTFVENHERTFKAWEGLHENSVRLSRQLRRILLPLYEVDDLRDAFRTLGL
UDG counter = Primary qHTS assay for inhibitors of Activation Induced Cytidine Deaminase (AID): UDG Counterscreen signal; FRET deamination/UDG coupled assay, UDG read, 4 h; 91,000 tested, 0.14% active; Potency, µM (doses to about 115 µM), for the others: at the top dose activity change, negative = inhibition, usual class: inhibitors; Uracil-DNA glycosylase; further: nearly all actives have a fitted effect of over 65% in size
* marks the source's active call; other numbers are inactive results; ? = inconclusive; [ ] = remark or other dose. The call rests on the fitted dose curve; in most records, active means well fitted curve in the direction sought with a large enough effect; inconclusive means small, poorly fitted or top-dose-only effect, or another doubt; inactive means no such curve, though single readings can be large; an effect the other way counts as inactive or inconclusive. On the % scale 0 is the no-effect control and ±100 the full control effect; potency means the concentration at half of the fitted maximal effect. The list is partial; the hit share may differ from the screen's.

smiles | AID inh | UDG counter
Cc1cc(C)c(Cn2c(C3CC(=O)N(c4ccc(F)cc4)C3)nc3ccccc32)c(C)c1 (centres undefined) | -7% | ?
CCOc1ccc(-c2cn(-c3ccc(C)cc3)c(SCC(=O)Nc3ccc(C)cc3)n2)cc1 | ? | -6%
COc1ccc2c(Sc3ccc(C)cc3)c(C(=O)NC(C)C)[nH]c2c1 | -5% | -3%
COc1ccccc1NC(=O)c1ncn(-c2ccccc2)n1 | -6% | -9%
O=C(Nc1ccc(C23CC4CC(CC(c5ccccc5)(C4)C2)C3)cc1)c1ccc(-c2ccccc2)cc1 | 4% | 6%
CNC(=O)NC(=O)C(c1ccccc1)N(C)Cc1ccc(C)cc1 (centres undefined) | -2% | -3%
COC(=O)CNC(=O)c1cccc2c(=O)c(C)c(-c3ccccc3)oc12 | -7% | 0%
CCOc1ccc(NC(=O)CC2C(=O)N(c3cccc(OC)c3)C(=O)N2C2CCCCC2)cc1 (centres undefined) | -5% | ?
Cc1ccc(S(=O)(=O)N2CCN(C(=O)CNc3cccc(Cl)c3Cl)CC2)cc1 | -5% | -2%
O=C1N(Cc2ccccc2Cl)c2ccccc2C1(O)c1c[nH]c2ccccc12 (centres undefined) | -8% | 0%
CCc1ccc(CNC(=O)CSc2cc(=O)n(CC)c3ccccc23)cc1 | 3% | 4%
Cc1ccc(/C=C/c2nc3ccccc3n2S(=O)(=O)c2cccc(Cl)c2)cc1 | 1% | 5%[57.5 µM]
CCOC(=O)CCCNC(=O)CCl | -3% | -2%
O=C(c1cccc(Cl)c1)N1c2ncnn2C2(CCCCC2)[C@@H]2CCCC[C@@H]21 | -16% | -14%
NC(=O)c1ccc(NC(=O)c2cc(-c3cccs3)nc3ccccc23)cc1 | 2% | 11%

The results go on.
smiles | AID inh | UDG counter
CCOc1ccc(-c2cc3nc(C4CCN(C(=O)OC(C)(C)C)CC4)c(C(=O)Nc4c(C)cccc4C)cn3n2)cc1 | ? | 3%
Cc1ccc2nc3sc(C(=O)N4CCN(c5cccc(C(F)(F)F)c5)CC4)cc3cc2c1 | 1% | 4%
Cc1ccc(COc2ccc3oc(-c4ccccc4)c(C(=O)O)c3c2)cc1 | ? | -9%
CCC(C(=O)Nc1ccc(C(=O)OC)cc1)n1c(=O)c(-c2ccccc2NC(C)=O)nc2ccccc21 (centres undefined) | -5% | 0%
CCOc1ccc(N(CC)S(=O)(=O)N2CCCC(C(=O)Nc3ccc(OC)c(Cl)c3)C2)cc1 (centres undefined) | ? | ?
O=C(O)CS(=O)(=O)Cc1cccc(Br)c1 | 2% | 5%
CS(=O)(=O)c1ccc2nc(NC(=O)COc3ccc(F)cc3)sc2c1 | 4% | -11%
Cc1cccc2c(C(=O)O)cc(-c3ccc(Cl)s3)nc12 | ? | 7%
CC(=O)N1c2ccc(S(=O)(=O)NCc3ccc(Cl)cc3)cc2CC1C (centres undefined) | 3% | -4%
COC(=O)c1c(-c2ccc(F)cc2)csc1NC(=O)CN1CCN(c2ccccc2)CC1 | -16% | -10%
CCNC(=O)c1cnc2sc(N3CCC(C)CC3)nn2c1=O | -23% | ?
Cc1nc(N2CCOCC2)c2c(C(=O)N3CCN(c4ccc(Cl)cc4)CC3)c(C)oc2n1 | 3% | 9%
Cc1ccc(NC(=O)CSc2nc3ccc(Br)cc3[nH]2)c(C)c1 | 6% | -11%
CCCc1cc(=O)[nH]c(SCc2nc(-c3ccccc3)no2)n1 | -3% | ?
NCCNS(=O)(=O)c1cccc2c(Cl)cccc12 | -6% | 11%

Carrying on.
smiles | AID inh | UDG counter
O=C(O)CCc1ncc(-c2ccc(F)cc2F)o1 | -10% | 3%
Cc1cn2c(=O)cc(COC(=O)c3ccccc3F)nc2s1 | 66%[activator] | 17%
CCNc1nc(NCc2ccc(F)cc2)c2cnn(C)c2n1 | 21% | -7%
COC(=O)c1cc2sc(C)cc2n1Cc1nc(-c2cccc(Br)c2)oc1C | 8% | -2%
CCN1C(=O)c2ccccc2Sc2ccc(NC(=O)N3CCN(c4cc(C)ccc4C)CC3)cc21 | -21% | -15%[57.5 µM]
O=C1CCCN1CCCNCC1CCCCC1 | -2% | -5%
O=C(c1ccccc1F)N1CCC(c2nc3c(nnn3Cc3cccc(F)c3)c(=O)[nH]2)CC1 | -1% | -8%
COc1ccc(C(=O)Nc2ccc(C)cc2)cc1S(=O)(=O)NC1CCCC1 | -4% | 1%
COc1ccc(C(=O)NNc2ncnc3c2cnn3-c2ccc(C)cc2C)cc1 | -5% | -24%
CC(=O)c1ccc(NC(=O)CCCSc2nc(-c3ccco3)cc(C(F)(F)F)n2)cc1 | -4%[57.5 µM] | -21%[57.5 µM]
CCc1ccc2oc(-c3ccc(NC(=O)c4cc(OC)c(OC)c(OC)c4)cc3)nc2c1 | 26%[57.5 µM] | 1%[57.5 µM]
Cc1ccccc1NC(=O)C1=C(Cl)CCCC1 | -16% | -12%
Cc1cccc(OCC(=O)Nc2ccccc2OCc2cc(=O)n3ccccc3n2)c1 | 7% | 8%
CC(=O)NC(NC(C)=O)c1cccnc1 | -14% | -13%
COc1ccc(C2=C(N3CCN(c4cc(C)ccc4C)CC3)c3ccccc3C2=O)cc1 | ? | -9%

Next results follow.
smiles | AID inh | UDG counter
Nc1nc(Cl)ncc1[N+](=O)[O-] | 5% | -2%
C=CCn1c(C)cc(C(=O)COC(=O)c2nn(CCC)c(=O)c3ccccc23)c1C | -9% | 8%
N#Cc1cccc(C(=O)NCCc2cccc3cccnc23)c1 | -4% | 7%
Cc1nn(-c2ccccc2)c2c1N(CC(=O)NCc1ccc(N(C)C)cc1)C(=O)CS2 | 60%[activator] | 4%
CCOc1ccc(CNC(=O)c2cc(-c3ccc(Cl)s3)nc3ccccc23)cc1 | 6% | 0%
COc1ccc(NC(=O)c2cccc3c(=O)c4c([nH]c23)CCCC4)cc1 | -3% | 2%
CCOc1ccccc1CNC(=O)C1CCN(S(=O)(=O)c2cccc3nonc23)CC1 | 12% | 22%
Cc1cccc(C(=O)C(C)C(=O)c2cccc(C)c2)c1 | -6% | 2%
COc1ccc(C(=O)Nc2cccc(-c3nc4cccnc4s3)c2C)c(OC)c1 | ? | -10%
O=S(=O)(Cc1cccc(F)c1)Cc1nc2ccccc2s1 | -5% | -4%
CCOc1ccccc1N(C)C(=O)C1CCCN(c2ncnc3onc(-c4ccc(F)cc4)c23)C1 (centres undefined) | 1% | 3%
Cc1cccc(Cn2c(=O)n(-c3ccc(Cl)c(Cl)c3)c(=O)c3c(C)c(C)sc32)c1 | 13% | 10%
CC1=C(C(=O)Nc2ccc(C)cc2C)C(c2ccc(C(C)C)cc2)n2nc(C(F)(F)F)nc2N1 (centres undefined) | ? | -8%
CC(Sc1nc(CN2CCOCC2)nc2ccccc12)C(=O)Nc1ccc(F)cc1F (centres undefined) | -2% | -4%
Cn1c(=O)c2c(nc(Oc3ccccc3Cl)n2Cc2ccc(C#N)cc2)n(C)c1=O | 20% | 4%

(continued)
smiles | AID inh | UDG counter
COc1ccc(-c2nc(C#N)c(NCCc3ccc(F)cc3)o2)cc1 | -14% | -5%
N#CC1(NC(=O)COc2cccc(C(F)(F)F)c2)CCCCC1 | -5% | 4%
COc1ccc2cc([C@H](C)C(=O)O)ccc2c1 | 29% | 19%
O=C1CC(c2ccc(F)cc2)c2cc(Br)c3ccccc3c2N1 (centres undefined) | 3% | -11%
O=C(Nc1ccc(O)c(-c2nc3ccccc3o2)c1)c1ccc(Br)cc1 | 0%[57.5 µM] | -16%[57.5 µM]
NNc1ccc(NS(=O)(=O)c2ccc(Cl)cc2)cc1[N+](=O)[O-] | -3% | -5%
COC(=O)c1sccc1S(=O)(=O)N(CC(=O)Nc1ccc(C)cc1)c1ccccc1 | -7% | -24%
COc1ccc(-c2nnc(SCc3cccc(Cl)c3)o2)cc1 | -6% | 0%
CCc1ccccc1NC(=O)C1(C)Cc2ccccc2C(=O)O1 (centres undefined) | -7% | -16%
O=C(CN1C(=O)COc2ccc(S(=O)(=O)NC3CCCC3)cc21)NCc1ccc(Cl)cc1 | -10% | -6%[57.5 µM]
COc1ccc(Nc2cc(C(=O)N3CCOCC3)c3ccccc3n2)cc1 | 5% | -4%
O=C(COc1ccccc1)NCc1ccc2c(c1)CCN2C(=O)c1ccccc1 | ? | 33%[activator]
COc1ccc(-c2nnc(SCC(=O)Nc3ccc4cn[nH]c4c3)n2-c2ccc(Cl)cc2)cc1 | -9% | -3%
COc1cccc(CNCCSc2nnnn2-c2ccccc2)c1OC | -6% | 7%
COc1ccccc1N1CCN(C(=O)Cn2cnc3sc(C)c(S(=O)(=O)N4CCC(C)CC4)c3c2=O)CC1 | 7% | 4%

(next part)
SMILES	AID inh	UDG counter
CCCCc1ccc(NC(=O)CSc2nc3ccccc3nc2N2CCOCC2)cc1	-6%	-22%
COc1cc2c(cc1OC)C(COc1ccc(F)cc1)N(C(=O)c1cccc(F)c1)CC2 (centres undefined)	?	-22%
CNCc1ccc(-c2ccc(Br)cc2)o1	-3%	4%
O=C(Cn1cc(SCc2ccc(C(F)(F)F)cc2)c2ccccc21)N1CCCCCC1	-19%	-16%
C[N+](C)(C)CCOP(=O)(O)OP(=O)([O-])OC[C@H]1O[C@@H](n2ccc(N)nc2=O)[C@H](O)[C@@H]1O	4%	1%
COc1cccc(CN(Cc2ccco2)c2cnc(S(C)(=O)=O)nc2C(=O)Nc2cccc(Cl)c2C)c1	-8%	-3%
Cc1sc2ncn(CC(=O)N3CCN(c4ccc(F)cc4)CC3)c(=O)c2c1S(=O)(=O)N1CCC(C)CC1	?	-6%
Cc1cccc(N2CCN(C(=O)Cn3nc(C)c4sc5ccccc5c4c3=O)CC2)c1C	-6%	2%
O=C(NCC(c1ccc2c(c1)OCO2)N1CCN(c2ccccc2)CC1)c1ccc(F)c(F)c1 (centres undefined)	?	17%
CC(C)c1nc(N2CCCC2)c(C#N)c2c1CCCC2	-13%	-2%
COc1ccc(NC(=O)C2CCN(c3cnccn3)CC2)cc1Cl	-4%	11%
N#Cc1cnc2ccccc2c1N1CCCCCC1	33%[activator]	10%

(more compounds)
SMILES	AID inh	UDG counter
CCNC(=S)NNC(=O)c1ccccc1	-3%	-5%
FC(F)(F)c1ccc2nnc(-c3cc(Br)ccc3OCc3ccccc3)n2c1	-8%	0%
CC(C)(C)n1cnc2cc(NCc3ccccc3Cl)ccc21	?	-16%
CCOc1ccccc1NC(=O)CCS(=O)(=O)c1cccc2nsnc12	3%	0%
Clc1cccc(-n2c(SCc3nnnn3-c3ccccc3)nnc2N2CCCC2)c1	-13%	-4%
N#C/C(=C\C=C\c1ccco1)C(=O)NC1CCCCC1	21%	-8%
CC(=O)c1ccc(NC(=O)C(C)Sc2ccccc2C(=O)O)cc1 (centres undefined)	19%	2%
CCOc1cccc(C2c3c(oc4cc(C)c(C)cc4c3=O)C(=O)N2c2nc(C)c(C)s2)c1 (centres undefined)	24%	29%
CC1CCCN(CCNC2CCCC2)C1 (centres undefined)	20%	-6%
CCCn1c(SCC(O)c2cccc(OC)c2)nc2ccccc21 (centres undefined)	-10%	-9%
Cc1ccccc1-c1nc(CN2CCC(C(=O)NC(C)C)CC2)c(C)o1	15%	-19%
CCCc1cc(=O)oc2cc(OS(=O)(=O)c3cccc(C#N)c3)ccc12	-7%	-6%

(further entries)
SMILES	AID inh	UDG counter
COc1cc(C(CC(=O)Nc2cccc(C(C)=O)c2)N2Cc3ccccc3C2=O)cc(OC)c1OC (centres undefined)	-6%	-21%
COc1ccc(NC(=O)CSCc2cnn(-c3ccccc3)c2-n2cccc2)cc1	-30%	-2%[57.5 µM]
Cc1ccc(N2CC(NC(=O)C3CC3)CC2=O)cc1C (centres undefined)	12%	-1%
Cc1ccc(-c2ccc(OC(=O)c3ccccc3I)c(C)c2)cc1	-7%	2%

Molecules from the list above with an aryl thioether with sulfur outside any ring:
SMILES	AID inh	UDG counter
CCOc1ccc(-c2cn(-c3ccc(C)cc3)c(SCC(=O)Nc3ccc(C)cc3)n2)cc1	?	-6%
COc1ccc2c(Sc3ccc(C)cc3)c(C(=O)NC(C)C)[nH]c2c1	-5%	-3%
CCc1ccc(CNC(=O)CSc2cc(=O)n(CC)c3ccccc23)cc1	3%	4%
Cc1ccc(NC(=O)CSc2nc3ccc(Br)cc3[nH]2)c(C)c1	6%	-11%
CCCc1cc(=O)[nH]c(SCc2nc(-c3ccccc3)no2)n1	-3%	?
CC(=O)c1ccc(NC(=O)CCCSc2nc(-c3ccco3)cc(C(F)(F)F)n2)cc1	-4%[57.5 µM]	-21%[57.5 µM]
CC(Sc1nc(CN2CCOCC2)nc2ccccc12)C(=O)Nc1ccc(F)cc1F (centres undefined)	-2%	-4%
COc1ccc(-c2nnc(SCc3cccc(Cl)c3)o2)cc1	-6%	0%
COc1ccc(-c2nnc(SCC(=O)Nc3ccc4cn[nH]c4c3)n2-c2ccc(Cl)cc2)cc1	-9%	-3%
COc1cccc(CNCCSc2nnnn2-c2ccccc2)c1OC	-6%	7%
CCCCc1ccc(NC(=O)CSc2nc3ccccc3nc2N2CCOCC2)cc1	-6%	-22%
O=C(Cn1cc(SCc2ccc(C(F)(F)F)cc2)c2ccccc21)N1CCCCCC1	-19%	-16%
Clc1cccc(-n2c(SCc3nnnn3-c3ccccc3)nnc2N2CCCC2)c1	-13%	-4%
CC(=O)c1ccc(NC(=O)C(C)Sc2ccccc2C(=O)O)cc1 (centres undefined)	19%	2%
CCCn1c(SCC(O)c2cccc(OC)c2)nc2ccccc21 (centres undefined)	-10%	-9%

Compound profiles, from the list above. Values in the order: AID inh	UDG counter
Record of `O=C1N(Cc2ccccc2Cl)c2ccccc2C1(O)c1c[nH]c2ccccc12` (centres undefined) → -8%	0%
Record of `CCCc1cc(=O)oc2cc(OS(=O)(=O)c3cccc(C#N)c3)ccc12` → -7%	-6%
Record of `CCOc1ccc(-c2cc3nc(C4CCN(C(=O)OC(C)(C)C)CC4)c(C(=O)Nc4c(C)cccc4C)cn3n2)cc1` → ?	3%
